SMARCA2 act: increases SMARCA2 function in MMTV reporter cells; MG213 cells, MMTV-luciferase reporter, dexamethasone, overnight; activation, % at 9.1 µM; 370,000 tested, 1% active; in the data active = activation above about 7.8%;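 note: 0% = vehicle wells and 100% = reference activator wells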
MBD2 DNA inh: blocks human MBD2 binding to methylated DNA | TR-FRET, MBD2 binding to methylated oligonucleotide | inhibition, % at 4.4 µM | 370,000 tested, 0.31% active; in the data active = inhibition above about 13%
ssDAF12 agonist: activates DAF-12 receptor from parasite S. stercoralis; HEK293 ssDAF-12/GRIP1 lit1-tk-luc reporter, luminescence; % of 3 µM dafachronic acid response; activation, % at 6.8 µM; 370,000 tested, 1% active; AID 652126;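 active = activation above the mean over all tested compounds plus 3 SD, cut at about 0.9% in these data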;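 note: 0% = DMSO-only wells and 100% = 3 µM delta7-dafachronic acid wells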
DAX1 inh-1: inhibitors of DAX1 repression of SF-1 activated StAR promoter; AID 652010; inhibition, % at 6.8 µM; HEK293T StAR-luciferase reporter, SF-1/DAX-1 repression relief; 370,000 tested, 1.1% active;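 active = inhibition above the mean over all tested compounds plus 3 SD, cut at about 3.6% in these data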;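 note: 0% = DAX-1 cells with DMSO and 100% = cells lacking DAX-1 with DMSO; higher inhibition means more luminescence from relief of DAX-1 repression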
DAX1 inh-2: inhibits human nuclear receptor DAX1; P51843; HEK293 Gal4-DAX1 luciferase reporter, luminescence; inhibition, % at 6.75 µM; 340,000 tested, 0.99% active; AID 504766;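 active = inhibition above the mean over all tested compounds plus 3 SD, cut at about 4.2% in these data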;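 note: 0% = DAX1-transfected cells with DMSO and 100% = empty-vector control cells with DMSO; inhibition shows as a rise in luminescence from relieved DAX1 repression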
PLCg1 inh: blocks human PLC-gamma1 enzyme activity; purified PLC-gamma1, fluorogenic substrate, fluorescence; inhibition, % at 12.2 µM; 370,000 tested, 0.84% active; in the data active = inhibition above about 9.5%
hgDAF-12 ag: hgDAF-12 agonism, primary luciferase screen; HEK293 GAL4-hgDAF12 UAS-luciferase reporter, agonist luminescence; normalized to butyrate control; activation, % at 6.8 µM; 370,000 tested, 1.8% active;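 active = activation above a cutoff set at the mean of all screened compounds plus 3 SD, cut at about 10% in these data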;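 note: 0% = DMSO wells and 100% = sodium butyrate wells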
hcDAF12 agonist: activators of H. contortus DAF-12 nuclear receptor | HEK293 hcDAF-12 lit1-tk-luc reporter, luminescence; 0% DMSO, 100% Δ7-dafachronic acid | activation, % at 6.8 µM | 370,000 tested, 1.4% active;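 active = activation above the mean of all tested compounds plus 3 SD, cut at about 5.5% in these data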;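 note: 100% = response to 3 µM Δ7-dafachronic acid high control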
ADAM17 inh: inhibits human ADAM17. P78536. recombinant ADAM17, EDANS/DABCYL FRET peptide cleavage. inhibition, % at 6.95 µM. 370,000 tested, 0.83% active;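 active = inhibition above the mean of compounds lying between control limits plus 3 SD, set per campaign, cut at about 8.5% in these data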;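 note: 0% = DMSO-only wells as the low control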
NR1D1 modulator: modulates human Rev-erb alpha binding to DNA. AID 1259318. 370,000 tested, 0.79% active. activity, % at 10 µM. Rev-erbα–FITC-DNA binding, fluorescence polarization, 90 min;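 active = activity above about 14%, limit read from the data; passing the limit was not always enough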;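 note: 0% = DMSO wells with 35 nM protein and 100% = DMSO wells with 750 nM protein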
PLC-beta3 inh: inhibitors of human phospholipase C beta3; AID 720704; Q01970; 370,000 tested, 0.18% active; Purified PLC-beta3, fluorogenic substrate, fluorescence; inhibition, % at 12.2 µM; in the data active = inhibition above about 11%;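 note: 0% = median of compound wells on plate and 100% = full blocker control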
* = called active by the depositor; · = not tested or not shown. Compounds were not picked by outcome (roughly 7.4% active in at least one column).

SMILES | SMARCA2 act | MBD2 DNA inh | ssDAF12 agonist | DAX1 inh-1 | DAX1 inh-2 | PLCg1 inh | hgDAF-12 ag | hcDAF12 agonist | ADAM17 inh | NR1D1 modulator | PLC-beta3 inh
O=[N+]([O-])c1cccc2ccc(/C=C/c3cccc(Br)c3)nc12 | 0 | -1 | -0.9 | 0.7 | 0.0 | 9 | 2.6 | 5.5 | 7 | 7 | 11*
Cn1c(CC(=O)Nc2ccc(F)cc2)nnc1SCC(=O)NC1CCCCC1 | -3 | 5 | -0.4 | -0.2 | -0.4 | 0 | -1.4 | -0.8 | -4 | -4 | -7
CC(=O)Nc1ccc(S(=O)(=O)N2CCCC(C(=O)N3CCN(c4ccccc4)CC3)C2)cc1 (stereo not drawn) | -3 | 0 | -1.6 | -3.8 | -0.8 | 1 | -4.1 | -2.8 | 0 | 3 | -7
COc1cc(SC)ccc1C(=O)NC1CCCc2ccccc21 (stereo not drawn) | -4 | -1 | -1.2 | -0.7 | -1.2 | -2 | -1.6 | -2.2 | -2 | 2 | -6
COc1cccc(C(C)(O)c2nc(-c3ccoc3)cs2)c1 (stereo not drawn) | -1 | 2 | -0.9 | -1.3 | · | -4 | -0.5 | -1.4 | -3 | 0 | -4
CCOC(=O)c1c(SC)[nH]c2c(Cl)cccc2c1=O | 1 | 0 | -1.4 | -0.3 | -0.6 | 2 | 0.8 | -1.6 | -3 | -5 | -6
CC(C)N1C(=O)C2C(C(=O)NCc3ccccc3)C3C=CC2(O3)C1C(=O)NC(C)(C)C (stereo not drawn) | -1 | -4 | -1.7 | -0.6 | 1.6 | 0 | 0.1 | -1.5 | -4 | 1 | -2
O=C(N/N=C/c1cccn1-c1ccc([N+](=O)[O-])cc1)C(O)c1ccccc1 (stereo not drawn) | -1 | 0 | -1.6 | -0.3 | 0.3 | 2 | 1.2 | -1.9 | -1 | 0 | 3
CN(C)c1nc2n(c(=O)n1)CCO2 | 1 | 2 | -1.6 | -0.5 | 0.2 | 3 | 0.5 | 0.8 | -4 | 0 | 3
Fc1ccccc1NC(=S)Nc1cccc2cnccc12 | 0 | -2 | -1.3 | -0.4 | 1.8 | -14 | 5.7 | 1.6 | -5 | -5 | -16
CC(=NCc1ccccc1)c1ccccc1O | -6 | -1 | -0.8 | 1.7 | 0.9 | 2 | -1.0 | 1.6 | 3 | -2 | 3
Cc1cn(CC(=O)N(C)Cc2ccco2)c(=O)[nH]c1=O | -2 | 0 | -1.0 | 0.0 | -0.3 | 0 | 2.2 | 0.9 | -1 | 4 | 1
FC(F)(F)c1ccccc1NC(=S)N/N=C1\CC2CC=CC12 (stereo not drawn) | 3 | 2 | -1.1 | 0.5 | -2.3 | 1 | -0.7 | -0.7 | -2 | -4 | -8
CCc1ccc(C(=O)C(C)OC(=O)c2nc3nc(C)cc(C)n3n2)cc1 (stereo not drawn) | 3 | 1 | -0.4 | 2.0 | -0.2 | 1 | 0.0 | 0.3 | -3 | 0 | -2
COc1cc(/C=N/NC(=O)c2ccc(NC(=O)C3CC3)cc2)ccc1OC(C)=O | 3 | 3 | -0.8 | 1.9 | 1.5 | 1 | 1.6 | 3.8 | -3 | 3 | -4
COc1ccc(Cn2nnnc2C(c2ccccc2)N2CCN(C3CCCC3)CC2)cc1 (stereo not drawn) | 0 | -8 | -1.1 | 0.7 | 0.6 | 0 | 2.1 | 0.0 | -1 | 2 | 1
O=C(Nc1ccc(S(=O)(=O)Nc2nccs2)cc1)c1nn(-c2ccccc2)ccc1=O | -1 | 0 | -1.0 | 2.5 | 0.6 | -1 | -0.5 | 0.0 | 2 | -24 | -7
CC1CC(C)CN(c2ncc3c(n2)CC(c2ccccc2Cl)CC3=O)C1 (stereo not drawn) | -2 | -1 | -1.1 | -0.1 | -0.1 | 8 | 0.4 | -1.9 | 3 | -4 | 7
O=C(COC(=O)CCC(=O)c1ccc(F)cc1)Nc1nnc(-c2ccccc2)o1 | 0 | 7 | -1.0 | 0.6 | 1.0 | 1 | 1.3 | -0.4 | -2 | -5 | -4
COCCn1c(=O)[nH]c(=O)c2c1nc(-c1ccc(-c3ccc(Cl)cc3[N+](=O)[O-])o1)n2Cc1ccccc1 | -1 | -1 | -0.9 | -2.4 | -0.6 | -232 | -6.1 | -0.9 | -30 | 0 | -290
CCCN(CCC)c1nc2ccccc2nc1C(C#N)C(=O)OCCOC (stereo not drawn) | 0 | -5 | -2.0 | -1.2 | -0.4 | -76 | -2.7 | -1.9 | -41 | 2 | -102
CCCCC1CC2=C(C(=O)OC(C)(C)O2)C(c2ccc3ccccc3c2)O1 (stereo not drawn) | -5 | 1 | -0.9 | -1.4 | · | 1 | -0.1 | -2.0 | 0 | 0 | -2
O=c1cc(O)nc(-c2ccccc2)s1 | 0 | 2 | -0.9 | 0.9 | -0.2 | -19 | -2.9 | 0.3 | -4 | -1 | -19
CCCCC(CCC(=O)Nc1nccs1)C(=O)O (stereo not drawn) | 0 | 6 | -0.7 | 0.3 | -0.4 | 0 | -1.5 | -1.2 | -3 | -1 | 2
COc1ccc(CCC(=O)NNC(=O)Cn2nc(C)cc2C)cc1 | -3 | -6 | -0.7 | -0.4 | 0.4 | 6 | 1.2 | 1.1 | 4 | -9 | 8
O=C(COC(=O)c1ncc(Cl)c(Cl)c1Cl)NNC(=O)c1ccccc1 | -3 | -3 | -0.5 | 1.4 | -0.1 | -2 | 1.5 | -1.1 | -1 | -1 | -12
CCCCCCCCCOC(=O)C[n+]1csc(CCO)c1C | 0 | 4 | -1.4 | -0.3 | -0.1 | 5 | 0.8 | -0.1 | 0 | -6 | 5
COC(=O)C(C(=O)OC)c1cc2c(cc1CNS(=O)(=O)c1ccc(C)cc1)OCO2 | -6 | -3 | -1.0 | -1.0 | · | -3 | 0.4 | -1.2 | -5 | -1 | 4
CCOc1ncccc1C(=O)OCC(=O)Nc1ccc(S(=O)(=O)N2CCCC2)cc1 | 0 | 3 | -0.7 | -0.5 | 0.5 | 4 | 3.3 | -1.1 | -2 | 1 | 0
Cc1cccc(NC(=O)Cc2nnc(NC(=O)Nc3ccccc3F)s2)c1 | 1 | -1 | -1.3 | -0.1 | -0.7 | 1 | -1.9 | -0.8 | 0 | 1 | 2
COCCNC(=O)C1(C)CCCN(C(=O)c2ccc(C)c(F)c2)C1 (stereo not drawn) | -5 | -8 | -1.1 | 1.1 | · | 2 | -1.0 | -0.5 | 4 | -3 | 8
Cc1ccc(N)cc1CN1CCN(c2ncc(Cc3ccccc3)cn2)CC1 | -4 | 1 | -1.5 | -1.1 | · | 2 | 0.8 | -1.3 | 0 | -5 | -1
C=CCN(CC(=O)NCC1CCCO1)C(=O)CCC(=O)Nc1cc(C)on1 (stereo not drawn) | -2 | 3 | -1.4 | 0.1 | 0.8 | -2 | 2.8 | 1.2 | -5 | -3 | 2
COc1ccc(CCNC(=O)CCS(=O)(=O)c2ccc(C)cc2)cc1OC | -1 | 4 | -0.8 | -0.2 | -0.1 | 6 | 0.0 | -0.6 | -2 | 4 | 3
O=[N+]([O-])c1ccc(NN=Cc2ccc(O)cc2)nc1 | 0 | -9 | -0.8 | 1.5 | 6.0* | -11 | 13* | 4.2 | -2 | -14 | -23
CCOC(=O)N1CCC(NC(=O)c2ccc3c(c2)N(C)C(=O)/C(=C/c2cccc(OC)c2)S3)CC1 | -2 | -3 | -1.7 | -7.1 | -0.6 | -14 | -2.3 | -4.6 | 3 | -2 | -26
Cc1cc(C)n2c(NC3CCCC3)c(-c3cc4ccccc4o3)nc2n1 | 8.6* | -3 | 1.2* | 5.3* | · | -88 | 17* | 3.8 | -126 | -2 | -121
COc1cccc(CSc2nnnn2-c2ccc(O)cc2)c1 | -1 | -6 | -1.1 | -0.7 | 0.3 | -19 | 1.1 | -2.1 | -6 | -4 | -19
O=C(O)/C=C/c1cn(Cc2ccccc2)nc1-c1cccnc1 | -2 | -1 | -0.6 | -0.3 | -1.8 | -1 | -2.6 | -1.7 | -2 | 3 | -4
CCOc1ccc(/C=N/NC(=O)c2cc(-c3ccco3)nc3ccccc23)cc1 | 1 | 0 | -1.1 | -0.9 | 0.8 | -431 | 8.2 | 0.4 | -208 | -6 | -457
NS(=O)(=O)c1ccc(CNC(=O)c2sccc2-c2ccccc2)cc1 | 1 | 2 | -1.1 | -1.1 | 0.9 | 0 | -1.8 | -1.7 | -2 | 3 | -11
CC1CCN(c2cc(N3CCOCC3)c([N+](=O)[O-])cc2F)CC1 | -1 | -2 | -1.0 | -1.4 | -1.0 | -5 | 2.5 | -3.4 | -2 | 8 | -11
CCn1ccnc1[C@@H]1C[C@H]2CN(Cc3ccccc3OC)C(=O)[C@]23CCCN13 | -1 | 4 | -0.8 | 0.3 | 0.1 | 8 | -3.2 | 0.0 | 1 | 25* | -1
CC(CCc1ccccc1)NC(=O)CN1C(=O)NC2(CCCCC2)C1=O (stereo not drawn) | -3 | 8 | -0.8 | -0.5 | 2.4 | -6 | 2.0 | -0.8 | -9 | -1 | -3
COc1ccc(-c2csc(NC(=S)NC(=O)c3ccc(S(=O)(=O)N(C)C)cc3)n2)cc1OC | -3 | 4 | -0.6 | -2.8 | 0.6 | 0 | -2.5 | -1.8 | -3 | -4 | -12
O=C(COc1ccccc1[N+](=O)[O-])Nc1ccccc1N1CCCC1 | 1 | 1 | -1.4 | -0.1 | -2.0 | 1 | -2.8 | 1.0 | 2 | -1 | 2

Filtered by structure, those above containing a nitro group on carbon.
SMILES | SMARCA2 act | MBD2 DNA inh | ssDAF12 agonist | DAX1 inh-1 | DAX1 inh-2 | PLCg1 inh | hgDAF-12 ag | hcDAF12 agonist | ADAM17 inh | NR1D1 modulator | PLC-beta3 inh
O=[N+]([O-])c1cccc2ccc(/C=C/c3cccc(Br)c3)nc12 | 0 | -1 | -0.9 | 0.7 | 0.0 | 9 | 2.6 | 5.5 | 7 | 7 | 11*
O=C(N/N=C/c1cccn1-c1ccc([N+](=O)[O-])cc1)C(O)c1ccccc1 (stereo not drawn) | -1 | 0 | -1.6 | -0.3 | 0.3 | 2 | 1.2 | -1.9 | -1 | 0 | 3
COCCn1c(=O)[nH]c(=O)c2c1nc(-c1ccc(-c3ccc(Cl)cc3[N+](=O)[O-])o1)n2Cc1ccccc1 | -1 | -1 | -0.9 | -2.4 | -0.6 | -232 | -6.1 | -0.9 | -30 | 0 | -290
O=[N+]([O-])c1ccc(NN=Cc2ccc(O)cc2)nc1 | 0 | -9 | -0.8 | 1.5 | 6.0* | -11 | 13* | 4.2 | -2 | -14 | -23
CC1CCN(c2cc(N3CCOCC3)c([N+](=O)[O-])cc2F)CC1 | -1 | -2 | -1.0 | -1.4 | -1.0 | -5 | 2.5 | -3.4 | -2 | 8 | -11
O=C(COc1ccccc1[N+](=O)[O-])Nc1ccccc1N1CCCC1 | 1 | 1 | -1.4 | -0.1 | -2.0 | 1 | -2.8 | 1.0 | 2 | -1 | 2

Single values from the list.
Reading of COc1cccc(C(C)(O)c2nc(-c3ccoc3)cs2)c1 (stereo not drawn) under ADAM17 inh: -3
Reading of COc1cc(/C=N/NC(=O)c2ccc(NC(=O)C3CC3)cc2)ccc1OC(C)=O under PLC-beta3 inh: -4
